Efflux pump mplx = antifungal efflux pump inhibition, Nile Red retention. S. cerevisiae Candida pump triplex. inhibition, % at 10 µM. hit rate 0.44% among 330,000. AID 485275;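 active = plate passing quality check with inhibition over a set limit, or well fluorescence over plate mean plus 4 SD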;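 also: Nile Red retained in pooled yeast measured as flow cytometry median fluorescence; 0% = buffer negative control and 100% = Enniatin B positive control; higher means more Nile Red kept so more efflux inhibition; some compounds called inactive have numbers as strong as hits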
GRK2 aptamer HTS = blocks RNA aptamer binding to human GRK2; bead flow cytometry, FAM-aptamer displacement from GRK2; P25098; AID 488847; inhibition of aptamer binding, % at 10 µM; hit rate 0.59% among 330,000;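 active = inhibition of aptamer binding above 40%, roughly 3 SD of noise, on plates passing a quality check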;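 also: median bead fluorescence of bound FAM aptamer so fluorescent compounds give negative values; no value below 0 was filed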
BCLXL inh = blocks human Bcl-xL binding to Bim BH3 peptide. Q07817. GST-Bcl-xL / FITC-Bim BH3 peptide fluorescence polarization. inhibition, % at 10.9 µM. hit rate 0.7% among 320,000;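 active = inhibition above the mean of all tested compounds plus 3 SD, cutoff set per campaign, cut at about 30% in these data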;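 also: 0% = DMSO wells and 100% = unlabeled Bim-BH3 peptide competitor; inhibitors lower millipolarization by displacing the labeled peptide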
Target sequence (Q07817 whole entry, looked up): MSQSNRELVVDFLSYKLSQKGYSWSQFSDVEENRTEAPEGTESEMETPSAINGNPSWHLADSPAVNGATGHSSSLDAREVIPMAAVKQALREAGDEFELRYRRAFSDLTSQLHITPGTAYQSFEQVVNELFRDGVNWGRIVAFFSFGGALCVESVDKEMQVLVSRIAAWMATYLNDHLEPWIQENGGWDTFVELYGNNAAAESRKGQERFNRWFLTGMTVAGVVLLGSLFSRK
MEX-5 binding = C. elegans MEX-5 TCR-2 RNA binding activity | Q9XUB2 | MEX-5/FITC-TCR2 RNA binding, fluorescence polarization; stronger effect = lower value | activity score (negative = inhibition of binding), % at 10 µM | hit rate 0.38% among 300,000 | AID 1832;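 active = inhibition past about -25% in most replicates, and total fluorescence under double the plate's negative control median, limit read from the data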;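 also: 0% = DMSO and -100% = 5 µM competing unlabeled TCR2 RNA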
PME-1 primary = PME-1 (human) inhibition. Q9Y570. recombinant PME-1, FP-Rh probe fluorescence polarization. inhibition, % at 5.9 µM. hit rate 0.53% among 320,000. AID 2130;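 active = inhibition above the campaign mean of all compounds plus 3 SD, cut at about 26% in these data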;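 also: competitive labeling of PME-1 active site by serine hydrolase directed probe; 0% = PME-1 with DMSO and 100% = wells lacking PME-1 enzyme; inhibitors block probe labeling so polarization falls and inhibition rises; many of its hits are not listed in these tables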
Target sequence (Q9Y570 whole entry, looked up): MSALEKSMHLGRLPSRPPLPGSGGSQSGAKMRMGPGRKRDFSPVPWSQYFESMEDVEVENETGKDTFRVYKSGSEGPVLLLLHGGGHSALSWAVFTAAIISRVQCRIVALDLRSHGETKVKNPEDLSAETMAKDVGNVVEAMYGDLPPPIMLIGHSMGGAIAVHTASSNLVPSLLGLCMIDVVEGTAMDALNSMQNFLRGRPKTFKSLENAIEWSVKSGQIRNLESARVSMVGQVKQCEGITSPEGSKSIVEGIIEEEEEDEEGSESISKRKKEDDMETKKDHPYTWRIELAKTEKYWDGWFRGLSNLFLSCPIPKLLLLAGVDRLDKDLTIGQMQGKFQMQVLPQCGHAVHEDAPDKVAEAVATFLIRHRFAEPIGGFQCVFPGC
Fam108B inh = Fam108B inhibition, counter-screen for RBBP9 inhibitors. AID 1947. recombinant Fam108B, FP-Rh probe fluorescence polarization. hit rate 0.33% among 300,000. inhibition, % at 9.51 µM;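 active = inhibition above the screen mean inhibition plus 3 SD, computed separately per campaign, cut at about 18% in these data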;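 also: inhibitors lower polarization as less probe binds the enzyme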
GLD-1 RNA inh = GLD-1-TGE RNA interaction inhibition (C. elegans). purified GLD-1 + fluorescein TGE RNA, fluorescence polarization. inhibition, % at 5.96 µM. hit rate 0.44% among 320,000;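 active = percent inhibition above a per-plate cutoff, the plate mean of test compounds plus 3 SD, cut at about 30% in these data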;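 also: 0% = DMSO wells with GLD-1 and probe and 100% = wells lacking GLD-1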
VLA-4 inh = inhibition in a human VLA-4 binding assay. VLA-4 expressing cells, ligand binding flow cytometry. hit rate 0.2% among 330,000. AID 2557. inhibition, % (about 7 µM as worked out from the volumes in the protocol); in the data active = inhibition above about 50%
MCL1 BIM primary = disrupts human MCL1 binding to BIM-BH3 peptide; GST-MCL1 / FITC-Bim-BH3 fluorescence polarization; inhibition, % at 10.9 µM; Q07820; hit rate 0.68% among 320,000; AID 2057;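 active = inhibition above the mean inhibition of all tested compounds plus 3 SD, set per campaign, cut at about 40% in these data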;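 also: 0% = DMSO wells and 100% = unlabeled Bim-BH3 peptide control; higher means more loss of mP so more displacement of Bim peptide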
Target sequence (Q07820 whole entry, looked up): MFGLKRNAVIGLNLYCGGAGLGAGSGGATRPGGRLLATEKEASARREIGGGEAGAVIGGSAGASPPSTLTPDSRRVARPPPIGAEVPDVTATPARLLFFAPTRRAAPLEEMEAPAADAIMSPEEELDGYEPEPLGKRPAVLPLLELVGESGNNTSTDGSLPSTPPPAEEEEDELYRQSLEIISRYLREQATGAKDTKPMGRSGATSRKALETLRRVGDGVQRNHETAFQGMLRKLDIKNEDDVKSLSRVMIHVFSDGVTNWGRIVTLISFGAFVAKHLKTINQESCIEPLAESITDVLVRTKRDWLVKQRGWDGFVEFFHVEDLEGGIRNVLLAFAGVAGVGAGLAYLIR
Starred values were filed as active, the others as inactive; . = not tested or not shown.

SMILES	Efflux pump mplx	GRK2 aptamer HTS	BCLXL inh	MEX-5 binding	PME-1 primary	Fam108B inh	GLD-1 RNA inh	VLA-4 inh	MCL1 BIM primary
Cn1cc(C(=O)Nc2ccc(Cl)c(Cl)c2)cn1	0.0	0	1	-0.1	-7	-4	8	17	-5
NCCCC[C@H]1CNC(=O)C(=O)N1CCCCC1CCCCC1	0.0	0	5	-2.6	1	-4	2	6	6
Cc1cc(Cl)ccc1OCC(=O)N(Cc1ccco1)C1CCS(=O)(=O)C1 (stereo unspecified)	-0.1	0	5	2.2	-2	0	3	25	-3
COc1ccc(CCNC(=S)Nc2cccc(C)c2C)cc1	0.0	1	5	-0.5	7	-2	2	2	15
CN(C)CCCN1C(=O)CSC1c1ccccc1 (stereo unspecified)	0.0	0	4	-2.2	3	7	-3	27	1
CC(C)N1CCN(Cc2nc(-c3ccccc3)cs2)CC1CCO (stereo unspecified)	-0.1	0	3	1.8	-4	0	5	-8	10
CCn1c(SCC(=O)N(C)C)nc2cc(S(=O)(=O)N3CCCCC3)ccc21	-0.1	0	-4	1.1	2	-1	11	7	-3
Cc1ccc(S(=O)(=O)N2CCC(C(=O)NCCCN3CCCC3=O)CC2)cc1C	0.1	6	-2	-3.5	6	-2	5	14	-2
Nc1ccccc1OCCOCCOc1ccccc1N	0.1	3	0	-7.2	-1	3	4	0	1
NS(=O)(=O)c1cccc(NS(=O)(=O)c2ccc(/C=C/C(=O)O)cc2)c1	0.0	1	4	-2.1	4	0	-3	5	4
CCOc1cc(NC(=O)c2ccco2)c(OCC)cc1NC(=O)c1cc(OC)c(OC)c(OC)c1	-0.1	4	1	-0.9	-1	2	1	0	1
COc1ccc(C(O)P(=O)(OC(C)C)OC(C)C)cc1OC (stereo unspecified)	0.0	3	0	-1.0	-3	0	-2	.	6
CCOC(=O)C1(Cc2ccc(Cl)cc2)CCN(C(=O)CCc2ccncc2)CC1	0.0	4	10	-1.3	-1	0	0	4	14
O=S(=O)(Nc1ccc(-n2cccc2)cc1)c1ccc(Cl)c(Cl)c1	0.0	0	0	.	-12	-4	9	1	0
CC(/C=N\Nc1nnc2c(n1)[nH]c1c(C)cccc12)=C\c1ccco1	-0.1	0	5	-3.3	-1	0	4	-4	9
COc1ccc(Cc2nc3ccc(C(=O)NCc4cc(C)no4)cc3o2)cc1	0.0	0	1	0.1	2	-3	-1	-3	3
CC(Oc1ccccc1F)C(=O)NCCN1CCCCC1 (stereo unspecified)	-0.1	0	9	4.3	-10	5	4	13	2
Cc1cccc([C@@H]2[C@@H]3C(=O)N(Cc4ccccc4)C(=O)[C@@H]3[C@]3(C)C(=O)N(c4ccc(Br)cc4)C(=O)N23)c1	-0.1	1	2	1.2	0	0	10	4	10
Cn1cnc([N+](=O)[O-])c1SCC(O)CN1CCCCC1 (stereo unspecified)	-0.1	0	1	-1.2	-11	0	-25	-7	-5
O=C(Nc1ccc(N2CCN(C(=O)c3ccco3)CC2)cc1)C(c1ccccc1)c1ccccc1	0.1	0	5	0.6	-2	5	3	0	3
CCOC(=O)C1Cn2c(nc3c(c2=O)C(C)(C)Cc2ccccc2-3)S1 (stereo unspecified)	-0.1	1	6	-1.5	-2	0	6	12	12
N=c1c2c3c(sc2ncn1CCCN1CCOCC1)CCCCC3	-0.1	1	2	-4.1	6	2	-15	3	5
Cc1ccc(S(=O)(=O)CCC(=O)N(C)c2c(N)n(Cc3ccccc3)c(=O)[nH]c2=O)cc1	0.1	0	-7	1.1	-3	-4	-1	3	-5
O=C(NC1CCCCC1)C(c1cccs1)N(Cc1cccs1)C(=O)c1cccs1 (stereo unspecified)	-0.2	3	7	0.6	2	1	-2	11	4
O=C(NCc1cccc(C(F)(F)F)c1)C1CC(c2ccccc2F)=NO1 (stereo unspecified)	.	.	4	-1.7	3	-1	11	.	1

Profiles as entered above. Values in the order: Efflux pump mplx	GRK2 aptamer HTS	BCLXL inh	MEX-5 binding	PME-1 primary	Fam108B inh	GLD-1 RNA inh	VLA-4 inh	MCL1 BIM primary
NCCCC[C@H]1CNC(=O)C(=O)N1CCCCC1CCCCC1 across the screens: 0.0	0	5	-2.6	1	-4	2	6	6
Cc1ccc(S(=O)(=O)CCC(=O)N(C)c2c(N)n(Cc3ccccc3)c(=O)[nH]c2=O)cc1 across the screens: 0.1	0	-7	1.1	-3	-4	-1	3	-5

Next compounds
SMILES	Efflux pump mplx	GRK2 aptamer HTS	BCLXL inh	MEX-5 binding	PME-1 primary	Fam108B inh	GLD-1 RNA inh	VLA-4 inh	MCL1 BIM primary
NS(=O)(=O)c1ccc(CCNC(=O)C(=O)Nc2cc3c4c(c2)CC(=O)N4CCC3)cc1	-0.1	0	2	0.5	-1	5	-2	-6	6
CCOC(=O)C(CC)n1cnc2c(nnn2-c2ccc(OC)cc2)c1=O (stereo unspecified)	-0.1	0	3	2.8	3	1	7	11	2
O=C(c1ccc2ccccc2c1)N1CCN(c2ccc(O)cc2)CC1	-0.3	0	12	0.1	4	0	-1	-7	15
CC(C(=O)N1CCc2ccccc21)N1CCN(c2cccc(C(F)(F)F)c2)CC1 (stereo unspecified)	0.5	0	-2	1.2	-3	-1	-2	9	-8
COc1cc(Br)c(S(=O)(=O)Nc2c(C)n(C)n(-c3ccccc3)c2=O)cc1OC	-0.1	5	2	-1.4	3	6	3	6	-14
COc1ccc(NC(=O)CN2C(=O)CSc3ncccc32)cc1	-0.2	3	7	0.7	-2	-3	3	-13	-3
O=C(O)C1CCCN1C(=O)C12CC3CC(CC(C3)C1)C2 (stereo unspecified)	-0.1	.	1	-0.5	3	5	-2	-1	1
COc1cccc(NC(=O)Nc2cccc(C)n2)c1	0.1	58*	-1	2.6	-6	2	3	-3	-15
CN(C(=O)CSc1nnc(-c2ccc(OC(F)F)cc2)n1N)C1CCS(=O)(=O)C1 (stereo unspecified)	0.0	0	-9	-2.6	-2	-2	2	8	-6
Cc1ccc(S(=O)(=O)N(C)Cc2ccc(C(=O)NN=C(CC(C)C)CC(C)C)cc2)cc1	-0.7	0	4	-0.9	4	-1	7	7	8
C/C(CC(=O)Nc1cc(C)ccn1)=N\NC(=O)C(=O)Nc1cccc(C)c1	-0.6	0	2	0.7	-4	4	1	2	12
Cc1nc(N2CCN(c3ccccn3)CC2)c2c(C)c(C(=O)N3CCN(c4ccccc4F)CC3)sc2n1	0.2	1	-3	0.7	-9	-6	3	-6	2
Cc1ccc(C(=O)c2sc3nc4c(cc3c2N)CCC4)cc1	-0.4	1	-2	0.0	3	1	3	-5	6
CCCNC(=O)c1ccccc1NS(=O)(=O)c1ccc2c(c1)OCCO2	0.0	10	0	0.2	-6	-3	-4	6	-1
CCN(Cc1cc2ccccc2[nH]c1=O)C(=O)c1cccnc1	0.0	2	4	2.7	6	10	2	8	4
C#CCOCCOCCOCCNc1nc(N2CCN(C(=O)[C@H](CCC(=O)O)n3cc(C(N)CO)nn3)CC2)nc(N2CCN(C(=O)[C@H](Cc3ccc(O)cc3)n3cc(C(N)CC(C)C)nn3)CC2)n1 (stereo partly specified)	0.0	1	1	-0.8	1	2	-6	33	5
Cc1cccc(NC(=S)NCCc2ccc3c(c2)OCCO3)c1C	-0.1	1	5	-1.0	9	-1	-4	15	8
COC(=O)c1cc(NC(=O)CN2CCc3cc4c(cc3C2)OCCCO4)cc(C(=O)OC)c1	0.4	0	-6	1.5	-2	-4	6	-15	-3
CC(=O)Nc1ccc(OCc2nnc(-c3ccccc3)o2)cc1	-0.1	2	5	-0.4	3	4	8	7	6
Cc1ccsc1C(=O)Nc1ccc2c(c1)OCCO2	-0.1	1	4	-3.9	-5	1	0	-19	7
CCN(C(=O)C1CCN(c2nc(-c3ccc(OC)cc3)no2)CC1)c1ccccc1	0.1	0	4	-1.0	0	3	5	-1	6
COC(=O)c1ccc(C23CC4(C2)[C@H](CN(CC2CCCCC2)[C@@H]4c2ccccc2)C3c2ccccc2)cc1 (stereo partly specified)	0.2	0	-4	3.8	-2	-1	-6	3	-6
CCCC(=O)Nc1cc(-c2nn(C)c(=O)c3ccccc23)ccc1N1CCCCC1	0.2	1	8	-0.3	1	0	4	-1	2
CCOc1ccc(OCC)c(NC(=O)CCNS(=O)(=O)c2cc(Br)cnc2N)c1	0.0	1	-1	-2.2	-2	0	-1	3	-1
O=C(N=C1SC2CS(=O)(=O)CC2N1CCc1ccccc1)C1CCCCC1 (stereo unspecified)	0.2	1	4	-0.1	5	4	4	-7	-2

4 compounds from above, arranged by their value in GRK2 aptamer HTS, smallest number first:
canonical_smiles | GRK2 aptamer HTS
NS(=O)(=O)c1ccc(CCNC(=O)C(=O)Nc2cc3c4c(c2)CC(=O)N4CCC3)cc1 | 0
Cc1nc(N2CCN(c3ccccn3)CC2)c2c(C)c(C(=O)N3CCN(c4ccccc4F)CC3)sc2n1 | 1
CC(=O)Nc1ccc(OCc2nnc(-c3ccccc3)o2)cc1 | 2
COc1cc(Br)c(S(=O)(=O)Nc2c(C)n(C)n(-c3ccccc3)c2=O)cc1OC | 5

Continuation.
SMILES	Efflux pump mplx	GRK2 aptamer HTS	BCLXL inh	MEX-5 binding	PME-1 primary	Fam108B inh	GLD-1 RNA inh	VLA-4 inh	MCL1 BIM primary
Cc1ccc(Sc2ncccc2NC(=O)c2ccccc2Cl)cc1	-0.1	0	3	-1.4	2	1	-2	-5	-2
c1ccc(CC2CCN(c3nc4ccccc4n4nnnc34)CC2)cc1	0.0	0	12	-1.3	-4	2	0	4	0
Cn1c(N)c(C(=O)COC(=O)Cc2c(F)cccc2Cl)c(=O)n(C)c1=O	0.0	0	.	.	.	.	2	-6	.
O=C(/C=C/c1ccco1)N1CCCC(c2ccccc2)C1 (stereo unspecified)	-0.1	3	7	2.9	4	0	-6	3	15
CC(Oc1ccccc1)C(=O)N=C1SC2CS(=O)(=O)CC2N1CCc1ccccc1 (stereo unspecified)	0.6	2	-5	0.4	1	5	-1	2	-13
CC(=O)NCCc1nc2ccccc2n1CCOc1ccc(C)cc1	-0.1	4	-6	0.6	-4	2	4	2	-7
Cc1cc(C)nc(NC2=NCC(=O)N2c2cc(Cl)cc(Cl)c2)n1	-0.1	0	4	1.2	2	-2	4	-19	0
CC(=O)Nc1ccc(NC(=O)C2CCN(C(=O)NC3CCCCC3)CC2)cc1	0.1	0	6	1.1	-3	1	3	-5	0
COCCCNC(=S)N/N=C/c1ccc2ccccc2c1	-0.1	0	8	2.7	-1	0	-2	5	11
COc1ccc(-n2cc(C(=O)c3ccccc3O)cn2)cc1	0.1	4	1	-0.3	-17	-1	-6	1	-1
CC(Sc1nnc(-c2ccccc2F)n1C1CC1)C(=O)N1CCCC1 (stereo unspecified)	0.2	0	-4	.	-2	.	5	23	-1
CCN(CC)CCCN(C(=O)c1ccc(Br)cc1)c1nc(-c2ccc(OC)cc2)cs1	0.1	0	-1	2.6	-8	0	-8	11	5
COc1ccccc1C(=O)NN(C)C1=NS(=O)(=O)c2ccccc21	0.0	2	6	-0.7	0	3	-3	1	8
CN1CCc2c(sc3c2c(=O)n(-c2ccccc2)c2nncn32)C1	-0.1	2	18	-3.1	-2	12	7	-11	20
CCOc1ccc(CCNC(=O)CN2C(=O)CCSc3ccccc32)cc1OCC	0.4	0	3	-0.5	-6	2	14	5	2
CNC(=O)c1cc(Nc2nnc(C)c3ccccc23)ccc1OC	0.0	0	5	1.9	-3	0	5	6	-5
COc1nc(Nc2cccc(C)c2)nc(N2CCCCC2)n1	0.0	4	4	-1.8	-1	0	9	-25	10

High-throughput results as filed in PubChem.

The list is partial, so the mix of outcomes need not match the whole.
